Source: PubChem BioAssay (National Center for Advancing Translational Sciences (NCATS))
TGFb inhibitor – TGF-b pathway inhibition. HepG2 CAGA-GFP TGF-b/SMAD3 reporter, GFP fluorescence, 18 h; TGF-beta stimulated, 500 pg/mL final. Potency, µM (top dose mostly 46.1 µM), for inactives: top-dose activity, negative = inhibition, hits mostly inhibitors. hit rate 1.2% among 410,000. AID 588855; further: potency means the concentration at half of the fitted maximal effect; on the % scale 0 is the no-effect control and ±100 the full control effect; nearly all actives have a fitted effect of over 65% in size
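HEPG2 CAGA-GFP reporter cells (1000/well, DMEM with 1% FBS) received compounds, then recombinant TGF-beta at 500 pg/mL final for 18 hours at 37 degrees C. Per-cell GFP summed per well was normalised to unstimulated and stimulated DMSO controls before curve fitting.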
EPAC2 antagonist – antagonists of human EPAC2. Q8WZA2. EPAC2 GEF exchange of Rap1B-BODIPY-GDP, fluorescence. Potency, µM (titrated, usually from 114 µM), inactives show top-dose activity, negative = inhibition, most hits filed as inhibitors. hit rate 0.18% among 360,000. AID 720708; further: potency means the concentration at half of the fitted maximal effect; on the % scale 0 is the no-effect control and ±100 the full control effect; nearly all actives have a fitted effect of over 45% in size; many of its hits are not listed in these tables
Target sequence (Q8WZA2 whole entry, looked up): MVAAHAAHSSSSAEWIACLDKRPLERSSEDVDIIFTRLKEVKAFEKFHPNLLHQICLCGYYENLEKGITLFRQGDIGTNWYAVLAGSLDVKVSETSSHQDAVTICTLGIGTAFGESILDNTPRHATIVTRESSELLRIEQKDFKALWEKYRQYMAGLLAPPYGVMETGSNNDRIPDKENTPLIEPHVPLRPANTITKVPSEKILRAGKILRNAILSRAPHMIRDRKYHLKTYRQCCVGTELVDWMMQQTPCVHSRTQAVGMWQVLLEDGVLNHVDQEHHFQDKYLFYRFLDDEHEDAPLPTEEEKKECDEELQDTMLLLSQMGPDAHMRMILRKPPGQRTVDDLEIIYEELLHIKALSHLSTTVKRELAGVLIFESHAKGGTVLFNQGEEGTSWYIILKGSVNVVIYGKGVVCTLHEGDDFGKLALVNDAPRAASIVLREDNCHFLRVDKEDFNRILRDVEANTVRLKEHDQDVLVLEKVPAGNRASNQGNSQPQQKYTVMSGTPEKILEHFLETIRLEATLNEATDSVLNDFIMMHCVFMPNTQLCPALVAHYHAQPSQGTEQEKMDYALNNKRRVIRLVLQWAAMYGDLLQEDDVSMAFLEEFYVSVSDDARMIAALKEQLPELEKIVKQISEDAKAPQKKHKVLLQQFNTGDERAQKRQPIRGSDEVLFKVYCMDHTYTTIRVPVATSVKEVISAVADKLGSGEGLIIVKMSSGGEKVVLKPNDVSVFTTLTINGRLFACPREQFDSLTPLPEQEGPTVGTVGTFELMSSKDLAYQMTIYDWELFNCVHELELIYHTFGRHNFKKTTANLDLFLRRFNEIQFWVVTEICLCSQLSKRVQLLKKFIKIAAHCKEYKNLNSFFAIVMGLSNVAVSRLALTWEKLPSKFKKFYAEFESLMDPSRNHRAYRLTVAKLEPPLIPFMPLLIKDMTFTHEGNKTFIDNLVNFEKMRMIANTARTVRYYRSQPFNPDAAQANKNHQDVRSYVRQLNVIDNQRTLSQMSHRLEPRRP
Akt phos inh – inhibitors of Akt phosphorylation; AID 651550; activity change, % for hits at 50 µM; hit rate 0.32% among 360,000; Neuro2A IGF-stimulated pAkt S473 HTRF, 20 min; hits give low values; in the data active means activity change below about -80%; inconclusive means mostly about -51% to -80%; further: on the % scale 0 is the no-effect control and ±100 the full control effect
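Single-point screen (50 µM final compound) in Neuro2A cells stimulated 20 min with 6 nM IGF at 37 deg C. After lysis, Ser473-phosphorylated Akt read by HTRF (ex 330 nm, em 615/665 nm) as the 665/615 ratio.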
CCT chaperon mod – changes cytosolic chaperonin activity | purified chaperonin ATPase assay, HTRF ADP detection, 30 min | activity change, % (concentration not given with the values), hits read low | hit rate 0.3% among 360,000; in the data active means activity change below about -30%; further: on the % scale 0 is the no-effect control and ±100 the full control effect
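We incubate TRiC, 40 or 20 nM final, with library compounds at 76 uM and 10 uM ATP for 30 min at 37 °C. ADP formed is detected with Transcreener HTRF reagents after 30 min at room temperature.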
Nrf2 block – inhibitors of Nrf2 signaling; A549 ARE-Fluc reporter, luciferase luminescence, 18-24 h; Potency, µM (doses to about 46 µM), for inactives: top-dose activity change, negative = inhibition, actives largely listed as inhibitors; AID 504444; hit rate 2.1% among 360,000; further: potency means the concentration at half of the fitted maximal effect; on the % scale 0 is the no-effect control and ±100 the full control effect; nearly all actives have a fitted effect of over 60% in size
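In this cell-based qHTS, ARE-driven firefly luciferase in A549 cells reports Nrf2 activity; the luminescent signal after BugLite lysis is the measured value, with a prior CellTiter-Fluor read for cell health.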
A549 tox – counter-screen for Nrf2 inhibitors: cytotoxicity in A549 cells | A549 ARE-Fluc cells, CellTiter-Fluor viability, 18-24 h | Potency, µM (series often up to 46 µM), for inactives: at the top dose activity change, negative = cytotoxicity, usual class: inhibitors | hit rate 0.16% among 390,000 | AID 504648; further: potency means the concentration at half of the fitted maximal effect; on the % scale 0 is the no-effect control and ±100 the full control effect
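A549 ARE-Fluc cells in 5% FBS OPTI-MEM, 5000 cells/well, rested 2 h then exposed to compounds in concentration-response for 18-24 h at 37 °C. Viability by CellTiter-Fluor fluorescence (Ex 405/Em 525) after 30 min; luciferase luminescence (BugLite, 15 min, RT) read afterwards.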
Mm-Cpn inhibitor – blocks the Methanococcus maripaludis chaperonin Mm-Cpn | AID 504842 | purified Mm-Cpn ATPase, ADP Transcreener TR-FRET | hit rate 0.031% among 330,000 | Potency, µM (titrated, usually from 76.9 µM), inactives show top-dose activity, negative = inhibition, usual class: inhibitors; further: potency means the concentration at half of the fitted maximal effect; on the % scale 0 is the no-effect control and ±100 the full control effect; nearly all actives have a fitted effect of over 80% in size
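Purified archaeal chaperonin (25 nM final) was preincubated with compound for 10 min at 37°C, then ATP (10 uM final) was added for 30 min at 37°C in Tris pH 7.4/KCl/MgCl2/DTT buffer. ADP was quantified by HTRF Transcreener TR-FRET.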
Nrf2 activator – activators of Nrf2 (ARE) signaling | hit rate 0.31% among 410,000 | AID 624171 | Potency, µM (doses to about 46.1 µM), without a hit: top-dose activation, actives largely listed as activators | AREc32 ARE-luciferase reporter (MCF7-derived line), luminescence, 24 h; further: potency means the concentration at half of the fitted maximal effect; % of control where 0% means no effect; nearly all actives have a fitted effect of over 65% in size
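ARE activation measured as luciferase luminescence (Steady-Glo, 30 min RT) in AREc32_Fluc cells after 24 hr compound exposure at 37 deg C, 5% CO2; cells seeded overnight at 1000/well in OPTI-MEM, 5% FBS.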
EPAC2 ag – EPAC2 (human) agonism; Q8WZA2; EPAC2 activation, biochemical qHTS; response scale: 100% = 6.5 mM cAMP response; Potency, µM (doses to about 154 µM), for inactives: at the highest dose activation, hits mostly activators; hit rate 0.079% among 360,000; AID 720711; further: potency means the concentration at half of the fitted maximal effect; nearly all actives have a fitted effect of over 50% in size
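Readout is BODIPY fluorescence (480 nm excitation, 540 nm emission), which falls as labeled GDP is exchanged off Rap1B. EPAC2 at 100 nM acted on 250 nM RAP1B-BODIPY-GDP with 50 uM GDP present.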
* hit, by the source's call; i = inactive; ? = inconclusive; · = no result given; [ ] = remark or other dose. Unless noted, the call rests on the fitted dose curve; in most records, active means well fitted curve in the direction sought with a large enough effect; inconclusive means small, poorly fitted or top-dose-only effect, or another doubt; inactive means no such curve, though single readings can be large; an effect the other way counts as inactive or inconclusive. An excerpt, so the mix of outcomes need not match the whole.

SMILES	TGFb inhibitor	EPAC2 antagonist	Akt phos inh	CCT chaperon mod	Nrf2 block	A549 tox	Mm-Cpn inhibitor	Nrf2 activator	EPAC2 ag
CCOc1ccc(NC(=O)CSc2nc3ccccc3c(=O)n2CCNC(C)=O)cc1	-2%	1%[57.1 µM]	i	-0.9	?	-7%	2%	-0.5%	-17%
O=C(CN1C(=O)c2ccccc2C1=O)N1CCN(C2c3ccccc3-c3ccccc32)CC1	?	6%	i	-0.6	-8%	-6%	1%	-1.0%	5%
Cc1ccc(N=Cc2sc(O)c3ccccc23)cc1	55%[activator]	41%[activator]	i	-1.0	?	-3%	-5%	?	0%
COc1ccc(NC(=O)CC2SC(N3CCCC3)=NC2=O)cc1Cl (stereo not drawn)	4%	7%	i	0.4	3%	6%	0%	-0.5%	2%
O=C(Nc1ccccc1)N1CCN(Cc2ccc(Cl)cc2)CC1	1%	?	i	0.8	0%	-2%	2%	3.0%	5%
COc1ccc(S(=O)(=O)N2CCN(CC(O)COc3ccc(CC#N)cc3)CC2)cc1OC (stereo not drawn)	1%	-4%	i	0.0	-21%	1%	-1%	-0.1%	4%
Cc1cn(C2CCCCC2)c(=O)[nH]c1=O	7%	-3%	i	-5.1	11%	18%	·	-0.6%	8%
OCC[C@@H]1C[C@H](O)[C@@H](O)[C@@]2(Cc3ccccc3CCO2)O1	31%[activator]	1%	i	1.5	11%	-2%	0%	2.9%	9%
Cc1ccc(C(=O)OCC(=O)Nc2ccc(C)c(S(=O)(=O)N3CCCCC3)c2)c(O)c1	?	1%	i	0.2	·	·	·	-0.3%	21%
COc1ccc2nc(N3C(=O)CC(Cc4ccc(C)cc4)C3=O)sc2c1 (stereo not drawn)	11%	-10%	i	-3.9	-40%	-8%	0%	0.3%	7%
COc1ccc(NC(=O)C2CCN(S(C)(=O)=O)CC2)cc1Cl	1%	-4%	i	-3.3	-8%	-12%	1%	0.3%	12%
COc1cc(OC)c(/C=C2\SC(=O)N(CC(=O)Nc3ccccc3F)C2=O)c(OC)c1	1%	7%	i	-1.1	?	-21%	0%	-1.0%	6%
Cc1cc2cc(CNS(=O)(=O)N(C)C)ccc2[nH]1	1%	-4%	i	0.5	5%	0%	-4%	0.1%	6%
O=C(CN(C(=O)c1csnn1)c1cccc(Cl)c1)NC1CCCC1	4%	5%	i	-0.2	-12%	3%	2%	-0.8%	3%
CCOC(=O)c1c(NC(=O)Nc2ccc(C)cc2)sc2c1CCN(C)C2	6%	10%	i	-0.1	1%	5%	-1%	1.9%	13%
Nc1nc2ccccc2n1S(=O)(=O)c1ccc([N+](=O)[O-])cc1	13µM*	?	i	-8.0	·	·	·	19%	-16%
Cc1ccccc1NC1=NCC(c2ccc([N+](=O)[O-])cc2)S1 (stereo not drawn)	4.5µM*	-13%	i	-1.4	-28%	-26%	5%	-0.2%	16%
Cc1ccc(C(=O)Nc2ccc([N+](=O)[O-])cn2)o1	8%	1%	i	1.6	8%	-2%	0%	0.7%	5%
O=[N+]([O-])c1cccc(-c2ccn[nH]2)c1	-2%	5%	i	0.4	9%	7%	-3%	3.2%	9%
Cc1cccc(NC(=O)Cc2nc(-c3c[nH]c(C(=O)N4CCCC4)c3)cs2)c1	-27%	2%	i	-1.5	?	-6%	-1%	4.6%	0%
CCN1CCN(c2ccc(NC(=O)COc3ccc(Cl)cc3C)cc2)CC1	6%	4%	i	-1.8	9%	-6%	0%	-0.4%	7%
COc1cc(NC(=O)CCc2nnc3ccc(N4CCCCC4)nn23)cc(OC)c1OC	4%	0%	i	0.0	?	1%	3%	0.6%	-11%
CCOC(=O)C1(C)CCN1C(=O)c1ccc(SC(F)(F)F)cc1 (stereo not drawn)	0%	-4%	i	-2.3	·	·	·	0.3%[9.22 µM]	-7%
C=CCNc1oc(-c2cccs2)nc1C#N	22%	0%	i	-1.0	-18%	-13%	-14%	5.3%	8%
CC(=O)N1CCN(C(=O)CN2C(=O)NC(C)(c3ccc4ccccc4c3)C2=O)CC1 (stereo not drawn)	3%	-7%	i	-6.7	-10%	6%	?	-0.1%	8%

An excerpt of these results, with two lines to a compound.
Values in the order: TGFb inhibitor, EPAC2 antagonist, Akt phos inh, CCT chaperon mod, Nrf2 block, A549 tox, Mm-Cpn inhibitor, Nrf2 activator, EPAC2 ag
O=[N+]([O-])c1cccc(-c2ccn[nH]2)c1
    -2%, 5%, i, 0.4, 9%, 7%, -3%, 3.2%, 9%
Cc1cccc(NC(=O)Cc2nc(-c3c[nH]c(C(=O)N4CCCC4)c3)cs2)c1
    -27%, 2%, i, -1.5, ?, -6%, -1%, 4.6%, 0%
CCN1CCN(c2ccc(NC(=O)COc3ccc(Cl)cc3C)cc2)CC1
    6%, 4%, i, -1.8, 9%, -6%, 0%, -0.4%, 7%
COc1cc(NC(=O)CCc2nnc3ccc(N4CCCCC4)nn23)cc(OC)c1OC
    4%, 0%, i, 0.0, ?, 1%, 3%, 0.6%, -11%
CCOC(=O)C1(C)CCN1C(=O)c1ccc(SC(F)(F)F)cc1 (stereo not drawn)
    0%, -4%, i, -2.3, ·, ·, ·, 0.3%[9.22 µM], -7%

The results go on.
SMILES	TGFb inhibitor	EPAC2 antagonist	Akt phos inh	CCT chaperon mod	Nrf2 block	A549 tox	Mm-Cpn inhibitor	Nrf2 activator	EPAC2 ag
Cc1ccc(NCC(=O)N/N=C\c2ccc([N+](=O)[O-])o2)cc1	11µM*	-2%	i	-3.1	21µM*	?	-2%	7.9%	8%
COC(=O)c1ccc(/C=N/NC(=O)C2CC(=O)N(c3ccc(F)cc3)C2)cc1 (stereo not drawn)	-7%	-2%	i	-2.9	-14%	1%	-19%	-0.3%	8%
CC1=NN(/C(=N\c2nnc(C)s2)Nc2ccccc2)[C@H](c2cccc3ccccc23)S1	-29%	-4%	i	-0.2	?	?	-2%	0.6%	12%
CN1CCN(c2ccc(CNC(=O)c3cccc4c(-c5ccc(F)c(F)c5)coc34)cc2)CC1	?	-1%	i	1.5	·	·	·	-3.1%	13%
CN(CC(=O)Nc1cccc(F)c1)C(=O)CSc1ccccc1	-2%	9%	i	-1.1	3%	0%	1%	-0.1%	20%
CN1/C(=C/C=C(/C#N)C(N)=O)C(C)(C)c2ccccc21	-10%	13%	i	-3.3	?	?	-1%	0.2%	10%
O=C(c1ccc2c(c1)N(Cc1ccccc1)C(=O)c1ccccc1S2=O)N1CCC(Cc2ccccc2)CC1 (stereo not drawn)	?	·	·	·	?	-22%	·	0.9%	·
Cn1nc(-c2ccccc2)c(CO)c1Sc1ccccc1	11%	?	i	0.5	26µM*	-15%	2%	3.9%	17%
Cc1ccccc1NS(=O)(=O)c1ccc(C(=O)NCC(C)(C)N2CCOCC2)cc1	-18%	5%	i	2.8	10µM*	-7%	2%	-0.5%	4%
Cc1ccc2cc(C(c3nnnn3Cc3ccccc3)N3CCc4ccccc43)c(=O)[nH]c2c1 (stereo not drawn)	-20%	-6%	i	0.7	·	-1%	-3%	0.4%	1%
CCC(CC)CN1CCN=C1Nc1ccccc1	-4%	1%	i	-1.7	5%	1%	2%	0.2%	1%
COC(=O)c1cc(OC)c(OC)cc1NC(=S)N1CCN(c2ccccc2)CC1	-12%	-11%	i	0.9	?	-7%	0%	2.9%	17%
CN(C(=O)CC1C(=O)NCCN1Cc1ccc(F)cc1)C1CCOCC1 (stereo not drawn)	1%	4%	i	-6.7	2%	7%	1%	-0.2%	19%
O=C(COc1ccccc1)NNC(=O)c1cc2ccccc2o1	0%	3%	i	-2.4	1%	1%	2%	0.6%	-5%
O=C(O)c1cccc(Cn2cc(Cl)cn2)c1	-6%	3%	i	-1.2	9%	1%	1%	-0.5%	11%
Cc1cc2nc(C(F)(F)F)[nH]c(=O)n2n1	0%	21%	i	-3.0	4%	-4%	1%	0.1%	0%
Cc1ccc(NC(=O)CCS(=O)(=O)c2ccc(Br)s2)c(Br)c1	-1%	·	·	·	-4%	-3%	·	3.8%	·
Cc1ccc(C(=O)COC(=O)CCc2nc3ccccc3[nH]c2=O)cc1C	-16%	-1%	i	-1.0	1%	-4%	1%	0.4%	3%
Cc1ncc(C[n+]2csc(C)c2C)c(N)n1	2%	-10%	i	-4.3	2%	4%	0%	1.6%	5%
Cn1cnnc1SCC(=O)NNC(=O)COc1ccc(Br)cc1	-6%	1%	i	-1.3	-1%	4%	-1%	0.7%	0%
COc1ccccc1N(C)S(=O)(=O)c1ccc(C(=O)OCC(=O)N(C(C)C)C(C)C)cc1	-8%	-10%	i	0.2	2%	9%	1%	1.6%	4%
CCC(OCC(O)CN1CCN(CCN2C(=O)c3cccc4cccc(c34)C2=O)CC1)c1ccccc1 (stereo not drawn)	-5%	-3%	i	0.2	2%	0%	3%	-0.6%	2%
O=C(CNc1ccc(F)cc1Cl)Nc1cccc(S(=O)(=O)N2CCCCC2)c1	?	-2%	i	1.0	-21%	-16%	-1%	6.9%	5%
O=C(NCc1ccccn1)C1CCN(Cc2cccc(OCc3ccccc3)c2)CC1	-3%	2%	i	-1.7	3%	11%	-2%	0.2%[9.22 µM]	-12%
N#Cc1c2c(c(NCc3ccco3)n3c1nc1ccccc13)CCC2	-2%	22%	i	2.7	12%	-2%	0%	9.3%	8%
Cc1ccc(OCC(=O)Nc2ccc(N3CCN(C(=O)c4ccco4)CC3)cc2)cc1C	-21%	3%	i	-2.2	?	-6%	-3%	2.4%	-14%
COc1ccc(Nc2nnc(SCC(=O)NC3CCCC3)s2)cc1	-15%	-10%	i	-1.2	·	·	·	7.0%	0%
COC(=O)Cc1[nH]nc2c1C(c1cc(OC)c(OC)c(OC)c1)C(C#N)=C(N)O2 (stereo not drawn)	?	-3%	i	0.8	-9%	7%	0%	-0.5%	2%
